Source: PubChem (Sanford-Burnham Center for Chemical Genomics)
Rpn11 inh: blocks the human proteasome subunit Rpn11. O00487. human 26S proteasome, Ub4-pepOG fluorescence polarization; 20S core pre-blocked with epoxomicin. calls only at 20 µM. 360,000 tested, 0.59% active;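 active means inhibition at 20 µM, scaled to each plate's controls, above about 33%, limit read from the data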
MT1-MMP act inh: MT1-MMP (human) activation inhibition; HT1080 RFP-PRO-GFP cells, GFP/RFP ratio fluorescence, overnight; percent of plate control window, DMSO zero; GFP/RFP ratio change, % at 20 µM; 360,000 tested, 0.061% active; AID 651647;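 active means GFP/RFP ratio change of at least 30% with cell ATP level not reduced by more than half and red fluorescence within 50% of control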; further: strong numbers were not always called active
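Material – HT1080 RFP-PRO-GFP cells · Control set – DMSO wells and RFP-L50D-GFP cells · Incubation – overnight cell settling, then overnight compound exposure, 37 °C, 5% CO2 · Compound dosing – single-point 20 µM compound, 1% DMSO · Read-out – GFP/RFP fluorescence ratio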
CendR NRP1 mod: alters CendR peptide binding to human NRP-1; FAM-RPARPAR peptide binding to NRP-1, fluorescence polarization; 360,000 tested, 0.85% active; O14786; inhibition, % at 25 µM;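 active means inhibition or corrected inhibition above about 18%, plus a signal ratio from 0.5 to 1.5, limit read from the data, passing the limit was not always enough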; further: strong numbers were not always called active
LMPTP block: LMPTP (human) inhibition | AID 651560 | recombinant LMPTP-A, OMFP fluorogenic substrate, fluorescence intensity | P24666 | 360,000 tested, 0.22% active | inhibition, % at 20 µM;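 active means compounds that cut the enzyme signal by at least half of the control window in the single-dose screen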;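 further: plate controls were DMSO wells with enzyme plus substrate for no effect and substrate without enzyme for full effect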
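Material: LMPTP-A; amount: 0.625 nM enzyme; doses: single 20 µM dose; times: reaction 50 min, room temperature, dark; technique: fluorescence intensity of OMFP turnover product; benchmarks: no-enzyme and uninhibited controls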
SKN-1 inh: inhibitors of C. elegans SKN-1; AID 624304; 360,000 tested, 0.49% active; inhibition, % at 21.8 µM; C. elegans VP596 Pgst-4::GFP/RFP ratio, acrylamide-induced, 24 h;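 active means interference check ratio from 0.5 to 1.5 plus GFP to RFP signal ratio inhibition reaching or exceeding a fixed threshold, cut at about 30% in these data, passing the limit was not always enough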; further: some compounds called inactive have numbers as strong as hits
Scp-1 inhibitor: inhibitors of human Scp-1 phosphatase | 340,000 tested, 0.88% active | Q9GZU7 | Recombinant Scp1, phosphopeptide, malachite green phosphate absorbance | inhibition, % at 20 µM;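 active means inhibition above about 50% at 20 µM, limit read from the data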;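 further: plate controls were DMSO wells with enzyme for no effect and wells lacking enzyme for full effect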
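Test system: SCP-1 phosphatase catalytic domain, residues 76-261; measured by: colorimetric phosphate reagent with accelerator and stabiliser, absorbance at 630 nm; timing: enzyme reaction 45 min at room temperature, colour 5 min, stabilisation 30 min; also added: Phosphorylated 17-residue peptide substrate; compound dosing: one concentration, 20 µM, with 1.0% DMSO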
SUMO1-SIM PPI: alters human SUMO1 binding to SIM partners | P63165 | SUMO1 binding to a labelled peptide, TR-FRET, 1 h | inhibition, % at 20 µM | 360,000 tested, 0.33% active | AID 602429; in the data active means inhibition above about 37%
DNMT1 block: DNMT1 (human) enzyme inhibition; P26358; 360,000 tested, 0.83% active; inhibition (reported as % activation of signal), % at 10 µM; DNMT1 molecular beacon, Hinp1I cleavage, fluorescence; in the data active means inhibition above about 50%
Target sequence (P26358 504-1616 limits assumed): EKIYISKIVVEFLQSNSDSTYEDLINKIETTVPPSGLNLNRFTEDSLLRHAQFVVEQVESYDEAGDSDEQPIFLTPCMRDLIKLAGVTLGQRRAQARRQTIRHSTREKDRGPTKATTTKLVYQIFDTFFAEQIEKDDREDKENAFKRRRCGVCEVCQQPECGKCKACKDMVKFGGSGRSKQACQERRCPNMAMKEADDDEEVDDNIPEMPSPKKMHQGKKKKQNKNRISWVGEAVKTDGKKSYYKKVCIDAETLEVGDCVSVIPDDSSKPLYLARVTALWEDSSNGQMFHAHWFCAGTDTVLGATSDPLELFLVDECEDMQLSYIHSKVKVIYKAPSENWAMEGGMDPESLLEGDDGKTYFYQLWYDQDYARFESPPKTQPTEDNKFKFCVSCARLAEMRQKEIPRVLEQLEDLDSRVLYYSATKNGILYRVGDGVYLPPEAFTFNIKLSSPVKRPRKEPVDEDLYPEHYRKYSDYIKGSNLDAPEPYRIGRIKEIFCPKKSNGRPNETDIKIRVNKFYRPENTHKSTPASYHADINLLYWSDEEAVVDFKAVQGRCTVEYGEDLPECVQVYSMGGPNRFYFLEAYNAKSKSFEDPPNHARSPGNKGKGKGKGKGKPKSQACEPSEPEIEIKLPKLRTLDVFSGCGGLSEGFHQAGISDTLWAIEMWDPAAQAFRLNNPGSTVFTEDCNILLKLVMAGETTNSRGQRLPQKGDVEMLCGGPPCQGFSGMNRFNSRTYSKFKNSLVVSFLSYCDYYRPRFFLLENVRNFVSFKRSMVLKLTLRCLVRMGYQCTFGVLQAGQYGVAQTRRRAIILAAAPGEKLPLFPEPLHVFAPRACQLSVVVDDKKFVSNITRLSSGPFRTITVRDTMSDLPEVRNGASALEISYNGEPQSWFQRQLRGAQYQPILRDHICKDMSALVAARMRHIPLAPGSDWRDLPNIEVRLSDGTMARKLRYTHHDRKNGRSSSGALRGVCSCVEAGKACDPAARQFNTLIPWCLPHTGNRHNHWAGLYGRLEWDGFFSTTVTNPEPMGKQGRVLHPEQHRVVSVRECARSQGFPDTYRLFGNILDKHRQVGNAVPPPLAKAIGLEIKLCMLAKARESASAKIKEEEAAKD
STEP inh: inhibitors of human striatal-enriched phosphatase STEP. AID 588621. inhibition, % at 20 µM. recombinant STEP, OMFP fluorogenic substrate, fluorescence. 360,000 tested, 0.25% active;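 active means inhibition at 20 µM, scaled per plate between control wells, above about 37%, limit read from the data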;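 further: 0% = DMSO with enzyme and substrate and 100% = substrate only without enzyme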
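Material: STEP (striatal-enriched tyrosine phosphatase) enzyme, cell-free | Medium: 50 mM Bis-Tris pH 6.0 with 2.5 mM DTT and 0.005% Tween 20 | Read-out: Percent inhibition scaled to no-enzyme and uninhibited-enzyme controls, plate-pattern corrected | Signal: Fluorescence read at 480 nm ex / 540 nm em | Times: 20 min reaction, room temperature, in the dark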
NadD inh: inhibitors of Staphylococcus aureus NadD. 360,000 tested, 0.78% active. purified NadD enzyme, colorimetric absorbance read-out. inhibition, % at 20 µM; in the data active means inhibition above about 26%; further: some compounds past the cut are filed as inactive
An asterisk follows results filed as active; i = inactive; . = not tested or not shown; + = active, no number. Not a hit list (roughly 3.9% active in at least one column).

SMILES | Rpn11 inh | MT1-MMP act inh | CendR NRP1 mod | LMPTP block | SKN-1 inh | Scp-1 inhibitor | SUMO1-SIM PPI | DNMT1 block | STEP inh | NadD inh
CC(C)=CCC/C(C)=C/CNC(=O)C[C@H]1C[C@H](C(=O)N2CCCCC2)[C@@]2(CCc3ccccc3)c3[nH]c4cc(-c5ccco5)ccc4c3CCN2C1=O | + | -12 | -34 | 0.2 | 21 | 1 | 6 | 16 | 3 | 44*
CCC(C)(C)NC(=O)C(c1cccn1C)N(C(=O)Cn1nnc2ccccc21)c1ccc(OC)cc1OC (stereo not given) | i | -5 | -2 | 0.4 | 43* | -3 | -6 | -3 | -1 | -2
COC(=O)CC(c1ccc(OC)c(OC)c1)c1ccc(OC)c(OC)c1 | i | 2 | 1 | 0.2 | 7 | -7 | 2 | -1 | 2 | -4
Cc1cccc(C(=O)Oc2ccc(/C=N/NC(=O)c3ccccc3O)cc2)c1 | i | 20 | 4 | 3.6 | -4 | 38 | -1 | 5 | 2 | 18
CCN(CC)c1ccc(S(=O)(=O)N2CCOCC2)cc1NC(=O)Nc1ccccc1 | i | 3 | -1 | 1.5 | 3 | 0 | -13 | 1 | 2 | 0
O=C(NCCCn1ccnc1)c1cc(-c2cccs2)on1 | i | 11 | 14 | -0.9 | 1 | -4 | -4 | 3 | -2 | -2
CC(=O)Nc1ccc2cnn(C(C)=O)c2c1 | i | -2 | 0 | -0.5 | 9 | . | 3 | 2 | 0 | 6
COc1ccc(-n2c(SCC(=O)NCc3cccs3)nc3[nH]ncc3c2=O)cc1 | i | 2 | 3 | -0.8 | -4 | -1 | -2 | -5 | 2 | 8
COc1cccc(C(=O)Nc2nnc(SCC(=O)NC3CCCC3)s2)c1 | i | 3 | -4 | -1.4 | 21 | -2 | 2 | 1 | 0 | -3
CCOc1ccc(OCCSc2nnnn2C2CCCCC2)cc1 | i | 0 | -4 | 0.2 | -11 | -16 | -2 | -8 | 2 | -3
C(=N/Nc1cc(N2CCOCC2)nc(N2CCOCC2)n1)/c1ccccc1 | i | -2 | 2 | 1.2 | 4 | -10 | -7 | -14 | 0 | 0
O/N=C/c1cccn1-c1ccc(O)cc1 | i | -6 | -12 | -1.8 | -18 | -5 | -4 | -4 | -4 | 8
NNc1ccc(S(=O)(=O)N2CCCCC2)cn1 | i | 3 | 5 | 2.6 | 5 | 9 | -3 | 3 | 0 | -1
COc1ccc2nc(NC(=O)c3ccc(F)cc3)sc2c1 | i | 4 | -5 | -2.5 | 11 | -6 | -2 | 10 | -1 | 0
COCCN(C(=S)Nc1ccccc1OC)C(C)c1cccs1 (stereo not given) | i | -1 | -6 | -0.3 | 8 | -5 | -2 | 1 | -2 | -2
O=C(COC(=O)Cc1ccc(Br)cc1)NCc1ccc2c(c1)OCO2 | i | 3 | -3 | -0.2 | 5 | -5 | 4 | 0 | 0 | -6
O=C(NNC(=O)c1ccccc1-n1cccc1)c1ccc(F)cc1 | i | 1 | 2 | -0.5 | -5 | -3 | 5 | 0 | 2 | -1
COc1ccc(-c2nc(CN3CCCC(C(=O)NC4CCCC4)C3)c(C)o2)cc1 (stereo not given) | i | 8 | 7 | -0.2 | 9 | -8 | 0 | 0 | 0 | -9
Cc1ccc(S(=O)(=O)N2CCCCC2)cc1NC(=O)COC(=O)c1cc[n+]([O-])cc1 | i | 3 | -9 | -0.3 | 3 | 2 | -5 | -4 | 0 | 3
Cc1ccc(NC(=O)CCSc2nnc(C)s2)cc1 | i | 0 | -8 | -0.6 | 0 | -9 | -1 | 2 | 0 | 1
COc1ccc(C(=O)NCc2ccc(N3CCN(C(=O)OC(C)(C)C)CC3)cc2)cc1 | i | -6 | -6 | 0.1 | 10 | 3 | -1 | -1 | 0 | -3
COc1ccc(CCNc2ccc(C(CC(N)=O)NC(=O)c3ccccc3)cc2[N+](=O)[O-])cc1 (stereo not given) | i | -1 | -58 | 1.3 | 9 | -8 | -14 | -2 | -1 | 0
CCOC(=O)c1c(C)[nH]c(C(=O)CN2C(=O)NC(C)(CC(C)C)C2=O)c1C (stereo not given) | i | 4 | -14 | -0.2 | 0 | 2 | -1 | 3 | -1 | -2
OC(COc1ccc(OCc2ccccc2)cc1)CN1CCCCC1 (stereo not given) | i | 4 | 1 | 1.9 | 15 | -3 | 1 | 1 | 1 | 1
COC(=O)C(NC(=O)c1ccccc1C)(Nc1ncc(S(=O)(=O)c2ccc([N+](=O)[O-])cc2)s1)C(F)(F)F (stereo not given) | i | -14 | 8 | -0.4 | 16 | -11 | -22 | -4 | -1 | 0
(further entries)
SMILES | Rpn11 inh | MT1-MMP act inh | CendR NRP1 mod | LMPTP block | SKN-1 inh | Scp-1 inhibitor | SUMO1-SIM PPI | DNMT1 block | STEP inh | NadD inh
CCN(CC)CCCNC(=O)c1cc2c(-c3ccc(Cl)cc3)nn(C)c2s1 | i | -2 | -6 | -1.9 | 6 | -9 | 5 | 6 | -2 | -3
COC(=O)c1ccccc1NC(=S)N(Cc1ccc2c(c1)OCO2)Cc1cc2cccc(C)c2[nH]c1=O | i | -7 | -2 | 2.1 | -2 | -13 | -2 | -5 | 2 | 11
Cc1cccc(C)c1NC(=O)CCc1nnc2ccc(N3CCCC3)nn12 | i | -4 | -2 | -1.3 | 8 | -7 | -3 | 0 | -1 | 0
CCC1SC2=NC(C)=C(C(=O)OCC(C)C)C(/C=C/c3ccccc3OC)N2C1=O (stereo not given) | i | -10 | 2 | -0.8 | 4 | 6 | -2 | -4 | 2 | 13
Cc1noc(NS(=O)(=O)c2ccc(NC(=O)CSc3nnc(-c4ccccc4)n3C3CCCCC3)cc2)c1C | i | -7 | -3 | 0.0 | 14 | 5 | -3 | -2 | -3 | 20
CCn1c(SCC(=O)O)nnc1-c1ccc(S(=O)(=O)N2CCCC2)cc1 | i | -4 | 8 | -2.0 | 0 | 1 | 3 | 2 | -2 | -6
O=C(NCc1ccncc1)[C@@H]1CCCN1C(=O)[C@H]1CCCN1C(=O)c1cccc(Cl)c1 | . | 4 | 0 | -3.1 | -3 | . | -1 | . | . | 2
O=C(COC(=O)[C@@H]1CCCN1S(=O)(=O)c1ccc(Cl)cc1)NC1CCS(=O)(=O)C1 (stereo not given in full) | i | -3 | -3 | -1.7 | 1 | 1 | 4 | 1 | -2 | -1
COc1ccc(S(=O)(=O)N(C)C[C@H]2Oc3ccc(NC(=O)Cc4ccccc4)cc3C(=O)N([C@H](C)CO)C[C@@H]2C)cc1 | i | -1 | 13 | 0.8 | 6 | -5 | 0 | -8 | -1 | -1
COC(=O)c1c(C(=O)OC)c(-c2cccc(F)c2)n2c1CS(=O)C2 (stereo not given) | i | -1 | 4 | -0.8 | 6 | -3 | 2 | 1 | 0 | -3
FC(F)(F)c1cc(-c2ccccc2)nc2ncnn12 | i | -2 | -2 | 0.2 | 14 | -1 | -18 | 7 | 2 | -3
O=C(CN1CCSCC1)N/N=C/c1ccc(F)cc1 | i | 2 | 10 | -1.0 | 12 | 16 | -1 | -1 | -2 | 2
CCOC(=O)CC1COCCN1C(=O)CCc1nnc(-c2ccsc2)o1 (stereo not given) | i | 6 | 11 | -1.3 | 11 | -5 | 1 | -1 | 1 | 2
CCN(Cc1cn2cccnc2n1)C1CCCCC1 | i | 1 | 6 | 3.5 | -3 | -10 | 0 | -1 | -3 | -1
CCCn1c(N)c(C(=O)CSc2n[nH]c(-c3ccc(C)cc3)n2)c(=O)[nH]c1=O | i | -3 | 6 | -1.2 | -4 | -2 | -5 | 8 | 3 | 0
CC1CCN(C(=O)c2cc(S(=O)(=O)N3CCOCC3)ccc2N2CCCC2)CC1 | i | 5 | 1 | -1.8 | 2 | -2 | -2 | 3 | -2 | -4
CCCc1cc2c(cc1NC(=O)c1ccccc1F)OCO2 | i | -2 | -6 | -0.8 | 10 | -5 | -6 | 2 | 4 | -2
NS(=O)(=O)c1ccc(NC(=O)COC(=O)c2cn(-c3ccccc3)nc2-c2ccccc2)cc1 | i | 18 | 3 | 1.8 | -5 | -2 | -1 | 6 | 4 | 2
C#CCOCCOCCOCCNc1nc(N2CCN(C(=O)Cn3cc(CCCCN)nn3)CC2)nc(N2CCN(C(=O)[C@H]([C@@H](C)CC)n3cc(CCCCN)nn3)CC2)n1 | i | 3 | 7 | -3.4 | 16 | -6 | -48 | -1 | -3 | -7
O=C(C1=NN[C@@H]2C(=O)N(c3ccccc3C(F)(F)F)C(=O)[C@H]12)C(c1ccccc1)c1ccccc1 | i | -2 | 2 | 1.6 | 7 | -7 | -6 | -7 | 0 | 9

In the list so far, 7 have an aryl thioether with sulfur outside any ring:
SMILES | Rpn11 inh | MT1-MMP act inh | CendR NRP1 mod | LMPTP block | SKN-1 inh | Scp-1 inhibitor | SUMO1-SIM PPI | DNMT1 block | STEP inh | NadD inh
COc1ccc(-n2c(SCC(=O)NCc3cccs3)nc3[nH]ncc3c2=O)cc1 | i | 2 | 3 | -0.8 | -4 | -1 | -2 | -5 | 2 | 8
COc1cccc(C(=O)Nc2nnc(SCC(=O)NC3CCCC3)s2)c1 | i | 3 | -4 | -1.4 | 21 | -2 | 2 | 1 | 0 | -3
CCOc1ccc(OCCSc2nnnn2C2CCCCC2)cc1 | i | 0 | -4 | 0.2 | -11 | -16 | -2 | -8 | 2 | -3
Cc1ccc(NC(=O)CCSc2nnc(C)s2)cc1 | i | 0 | -8 | -0.6 | 0 | -9 | -1 | 2 | 0 | 1
Cc1noc(NS(=O)(=O)c2ccc(NC(=O)CSc3nnc(-c4ccccc4)n3C3CCCCC3)cc2)c1C | i | -7 | -3 | 0.0 | 14 | 5 | -3 | -2 | -3 | 20
CCn1c(SCC(=O)O)nnc1-c1ccc(S(=O)(=O)N2CCCC2)cc1 | i | -4 | 8 | -2.0 | 0 | 1 | 3 | 2 | -2 | -6
CCCn1c(N)c(C(=O)CSc2n[nH]c(-c3ccc(C)cc3)n2)c(=O)[nH]c1=O | i | -3 | 6 | -1.2 | -4 | -2 | -5 | 8 | 3 | 0
